Source: PubChem (National Center for Advancing Translational Sciences (NCATS))
GLP-1R agonist = GLP-1 receptor (human) agonism | P43220 | HEK293 GLP-1R CRE-luciferase, luminescence, 4-6 h; cells express a hypersensitive GLP-1R form | Potency, µM (top dose mostly 45.6 µM), for inactives: at the top dose activation, hits mostly activators | 380,000 compounds, 0.007% hits; also: potency is read from the fitted curve at half-maximal effect; % of control where 0% means no effect
Target sequence (P43220 whole entry, looked up): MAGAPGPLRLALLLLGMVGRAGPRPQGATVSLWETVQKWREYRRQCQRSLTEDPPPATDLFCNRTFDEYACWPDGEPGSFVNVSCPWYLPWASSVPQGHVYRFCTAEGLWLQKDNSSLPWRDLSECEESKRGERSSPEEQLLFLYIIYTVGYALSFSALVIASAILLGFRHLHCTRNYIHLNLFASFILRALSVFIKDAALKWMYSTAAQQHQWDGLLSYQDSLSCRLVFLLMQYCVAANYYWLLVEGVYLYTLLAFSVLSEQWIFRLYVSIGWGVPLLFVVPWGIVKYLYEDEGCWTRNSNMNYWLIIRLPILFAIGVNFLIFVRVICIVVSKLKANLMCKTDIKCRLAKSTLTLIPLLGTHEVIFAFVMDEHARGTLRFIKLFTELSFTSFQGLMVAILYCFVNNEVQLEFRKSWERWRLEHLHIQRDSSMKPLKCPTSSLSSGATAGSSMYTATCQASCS
KB-3-1 cytotox = KB-3-1 parental cell cytotoxicity; 400,000 compounds, 1.4% hits; Potency, µM (titrated, usually from 46.1 µM), inactives show at the highest dose activity change, negative = cytotoxic, usual class: cytotoxic; KB-3-1 viability, CellTiter-Glo ATP luminescence, 72 h; also: potency is read from the fitted curve at half-maximal effect; % is scaled to controls: 0 for no effect and ±100 for the full control effect; nearly all actives have a fitted effect of over 60% in size
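Multi-concentration cytotoxicity screen in KB-3-1 cells grown in DMEM lacking phenol red with 10% FBS. After 72 h at 37 °C with compound, ATP-dependent luminescence was recorded.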
DRD3 agonist = activates the human D3 dopamine receptor; P35462; D3R DiscoveRx beta-arrestin cells, luminescence, 90 min; max activation, %; 410,000 compounds, 0.58% hits; AID 652048; in the data active = max activation above about 30%; also: 0% is about no effect; mostly tested at two doses, the higher about 12 µM
Target sequence (P35462 whole entry, looked up): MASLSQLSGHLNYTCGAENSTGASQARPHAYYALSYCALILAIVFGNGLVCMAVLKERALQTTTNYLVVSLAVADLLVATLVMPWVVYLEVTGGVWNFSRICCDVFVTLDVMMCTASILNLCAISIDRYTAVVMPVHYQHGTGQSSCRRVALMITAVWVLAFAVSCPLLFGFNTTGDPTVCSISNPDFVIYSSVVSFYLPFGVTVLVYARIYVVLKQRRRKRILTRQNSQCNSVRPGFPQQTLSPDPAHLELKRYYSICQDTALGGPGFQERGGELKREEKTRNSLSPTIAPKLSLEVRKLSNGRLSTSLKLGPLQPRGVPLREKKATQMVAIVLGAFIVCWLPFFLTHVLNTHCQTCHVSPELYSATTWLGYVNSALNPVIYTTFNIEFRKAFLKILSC
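Agonist mode: compounds and dopamine controls were applied to plated cells for 90 min at 37 degrees C after an overnight attachment at 1500 cells/well. Luminescent read-out followed 30 - 60 minutes at room temperature with DiscoveRx detection reagent.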
KB-V1 cytotox = kills drug-selected multidrug resistant KB-V1 cells; KB-V1 MDR cells viability, CellTiter-Glo, 72 h; Potency, µM (highest dose often 46.1 µM), inactives show at the top dose activity change, negative = cytotoxicity, most hits filed as cytotoxic; 400,000 compounds, 3.4% hits; also: potency is read from the fitted curve at half-maximal effect; % is scaled to controls: 0 for no effect and ±100 for the full control effect; nearly all actives have a fitted effect of over 60% in size
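In this primary screen, KB-V1 cells overexpressing P-gp are incubated with library compounds (lowest to highest concentration) for 72 h at 37 degrees C before a luminescent ATP viability read.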
IL1B secr inh = inhibitors of inflammasome signaling (IL-1 beta secretion). THP-1 LPS/ATP IL-1B secretion, AlphaLISA, 16 h; hits give low values. activity change, % at 57.5 µM. 360,000 compounds, 4.7% hits; in the data active = activity change below about -50%; inconclusive = mostly about -30% to -49%; also: % is scaled to controls: 0 for no effect and ±100 for the full control effect
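THP-1 cells pretreated 1 hr with compounds (up to 57.5 uM final), then stimulated with LPS (250 ng/mL final) plus ATP (1.25 mM final); secreted IL-1B measured by AlphaLISA after 16 hr, decreased signal indicating inhibition.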
DRD3 antagonist = blocks the human D3 dopamine receptor; D3R cells, DiscoveRx beta-arrestin luminescence, antagonist mode; hits give low values; max response, negative = inhibition, %; 360,000 compounds, 2.5% hits; AID 652054; in the data active = max response below about -50%; inconclusive = no clear call, values can overlap the other calls; also: % is scaled to controls: 0 for no effect and ±100 for the full control effect; mostly tested at two doses, the higher about 12 µM
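Cells expressing the human receptor were seeded at 1500 cells/well, incubated overnight at 37 degrees C in 5% CO2, then exposed to library compounds with dopamine controls for 90 minutes at 37 degrees C before luminescent detection.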
HT1080 IDH1KD tx = toxicity to HT-1080 IDH1 knockdown cells (counter line). HT-1080 IDH1 knockdown viability, ATP luminescence, 48 h. Potency, µM (highest dose often 46.1 µM), inactives show at the top dose activity, negative = toxicity, usual class: cytotoxic. 360,000 compounds, 2% hits;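 also: potency is read from the fitted curve at half-maximal effect; 0% = DMSO wells and -100% = cell-free medium wells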
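In this qHTS, HT-1080 cells depleted of IDH1 are exposed for 48 h at 37 °C to compound titrations. Toxicity is scored from CellTiter-Glo luminescence, with DMSO as full viability and medium alone as none.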
SW480 rerep = inducers of DNA re-replication in SW480 colon cancer cells | SW480 DNA re-replication, Hoechst DNA content imaging, 48 h | Potency, µM (series often up to 46.1 µM), for the others: at the highest dose re-replication activation, actives largely listed as activators | 340,000 compounds, 1.8% hits | AID 624297; also: potency is read from the fitted curve at half-maximal effect; % of control where 0% means no effect; nearly all actives have a fitted effect of over 55% in size
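First, 250 cells per well were seeded. Next, compound or vehicle (23 nL) was pinned in, plates sat 48 hr at 37 C. Finally Hoechst was added for 40 min before fluorescence scanning.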
HT1080-NT tox = kills 2HG-producing HT-1080-NT fibrosarcoma cells | HT-1080-NT fibrosarcoma viability, CellTiter-Glo ATP luminescence, 48 h | Potency, µM (top dose mostly 46.1 µM), for the others: top-dose activity, negative = less viability, usual class: cytotoxic | 360,000 compounds, 1.6% hits | AID 686970;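 also: NT is the 2HG producing partner of a matched IDH1 knockdown line; potency is read from the fitted curve at half-maximal effect; 0% = DMSO-treated cells and -100% = media-only wells without cells; nearly all actives have a fitted effect of over 55% in size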
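HT-1080-NT fibrosarcoma cells (2HG-overproducing), 750 cells/well in RPMI with 5% FBS, dosed after 2 h and incubated 48 h at 37C. CellTiter-Glo luminescence normalized to DMSO and no-cell wells; concentration-response curves fitted and classed.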
Active calls of the source: *; ? = inconclusive; . = no result given; & = joins results of further samples; [ ] = dose if it differs, or a comment. Unless noted, calls follow the shape of the dose curve; as a rule, active = well fitted curve in the direction sought with a large enough effect; inconclusive = small, poorly fitted or top-dose-only effect, or another doubt; inactive = no such curve, though single readings can be large; an effect the other way counts as inactive or inconclusive. An unsorted share of the library; about 12% have a hit in one of these screens.

Each structure is followed by: GLP-1R agonist	KB-3-1 cytotox	DRD3 agonist	KB-V1 cytotox	IL1B secr inh	DRD3 antagonist	HT1080 IDH1KD tx	SW480 rerep	HT1080-NT tox
CCCN1CCN(C(=O)c2cc3c(s2)-c2ccccc2OC3)CC1
    -5%	-3%	-14	8%	-5	-30	-5%	-7%	1%
CCN1CCN(c2c(Cl)cccc2NC(=O)c2ccc3nsnc3c2)CC1
    1%	-1%	-17	-6%	1	-19	-2%	-65%[inhibitor]	2%
O=CN1CCN(c2ncnc3c2nnn3Cc2c(F)cccc2Cl)CC1
    17%	8%	-1	-23%	57	10	11%	2%	-1%
NC(=O)c1ccc(NC(=O)COC(=O)c2cc3ccccc3cc2O)cc1
    8%	-3%	4	1%	52	2	-15%	3%	?
COc1ccc(CNc2cccc3[nH]c(C(F)(F)F)nc23)cc1OC
    13%	-16%	4	-1%	-9	67	28%	2%	8%
Cc1c(NC(=O)Cc2cccs2)cccc1[N+](=O)[O-]
    8%	12%	1	-17%	17	10	-12%	-1%	-2%
CC(C)c1ccc(NC(=S)N2CCN(Cc3ccccc3)CC2)cc1
    -3%	-6%	1	-2%	0	10	-2%	-3%	-1%
CC(C)NC(=O)Cn1cnc2c(cnn2-c2ccc(F)cc2)c1=O
    -4%	-10%	3	-5%	7	10	9%	-1%	10%
COc1ccc(NC(=O)CN(C)C(=O)c2ccc(N3CCCCCC3)c([N+](=O)[O-])c2)cc1
    3%	5%	-20	-3%	-4	-3	1%	1%	7%
Clc1cc(Cl)cc(C2=NC(Cc3ccccc3)CO2)c1 (stereo not drawn)
    0%	0%	-4	-11%	4	0	7%	18%	20%
CC(=O)N1CCc2cc(S(=O)(=O)NC(C(=O)Nc3nc(C)cs3)C(C)C)ccc21 (stereo not drawn)
    5%	18%	7	13%	6	-13	18%	12%	16%
N=C1/C(=C/c2ccc(Br)o2)C(=O)N=C2SC(CC(=O)N3CCCC3)=NN12
    -3%	1%	-5	-3%	-9	-1	-2%	-1%	3%
Cc1ccc(-n2nnnc2SCC(=O)c2c(N)n(CC(C)C)c(=O)n(C)c2=O)cc1
    5%	20%	12	4%	30	12	18%	-8%	1%
OC(CSc1ccccc1)CN1CCN(c2cccc(Cl)c2)CC1 (stereo not drawn)
    12%	-16%	-11	0%	-17	-85*	2%	74%	-18%
CCCc1cc(=S)n2c([nH]c3ccccc32)c1C#N
    9%	0%	10	?	-10	3	-1%	?	-16%
Cc1ncc(CN=Cc2ccc(Cl)cc2)c(N)n1
    -1%	-10%	1	6%	14	28	3%	-3%	7%
COc1ccc(-c2c(-c3ccccc3OC)sc3ccccc23)cc1C=O
    -1%	-7%	-2	-3%	20	-60*	?	1%	?
Cn1c(=NC(=O)c2ccc(S(=O)(=O)N3CCCc4ccccc43)cc2)sc2cc(S(C)(=O)=O)ccc21
    -2%	4%	22	3.7µM*	-17	7	0%	0%	3%
CCNC(=S)NNC(=O)c1cccn(Cc2ccc(Cl)cc2Cl)c1=O
    4%	-9%	-5	?	16	-59*	-3%	-7%	-4%
COc1cc(C(=O)Nc2cc(-c3ccccc3)[nH]n2)cc(OC)c1OC
    -11%	?	-14	18µM*	23	18	?	11%	?
COCCN(C(=O)Cc1ccc(S(=O)(=O)N2CCOCC2)s1)c1c(N)n(CC(C)C)c(=O)[nH]c1=O
    -3%	16%	3	5%	3	-26	28%	-7%	11%
O=C(C[n+]1cccc(CNC(=O)c2ccc(OC(F)F)cc2)c1)Nc1cccc(C(F)(F)F)c1
    2%	?	-3	?	-71*	-51*	-27%	1%	-22%
Cc1cc2oc(C(=O)Nc3c(C)n(C)n(-c4ccccc4)c3=O)c(C)c2cc1C
    -5%	-2%	1	0%	-5	-19	?	1%	-19%
Cc1ccc(C)c(N2CCN(C(=O)C3CCN(c4nnc(N5CCCC5=O)s4)CC3)CC2)c1
    4%	?	-5	-24%	?	0	-3%	2%	-4%
COC(=O)CCC(=O)Nc1sc(Cc2ccccc2)c(C)c1C(N)=O
    2%	-2%	-1	-9%	23	-15	-1%	-6%	15%
Nc1ccc2oc3ccc(N)cc3c(=O)c2c1
    20%	1%	7	16%	-73*	?	3%[9.24 µM]	?	-3%
CCN(CC)CCNCc1cc(Cl)c(OCC(=O)Nc2ccccc2)c(OC)c1
    4%	-2%	0	11%	-25	-2	-27%	2%	?
CNC(=O)c1ccc(-c2ccccc2)s1
    5%	13%	-3	10%	-4	9	-10%	-2%	-2%
CN(CCN(C)C(C)(C)C)C(=O)C(c1ccccc1)c1ccccc1
    0%	-4%	-7	-23%	-2	-17	-3%	0%	-2%
COCCCNC(=O)CN1C(=O)COc2ccc(S(=O)(=O)N3CCCC3)cc21
    0%	27%	-3	1%	.	.	.	.	.
CCOC(=O)c1cc(-c2cccc([N+](=O)[O-])c2)nc2[nH]c(=O)[nH]c(=O)c12
    0%	-15%	2	-18%	-25	0	-2%	-3%	-2%
COc1cc(OC)cc(C(=O)NCCCCCCNC(=O)c2cc(OC)cc(OC)c2)c1
    3%	-5%	7	18µM*	28	15	-2%	?	-7%
Cc1nc(Oc2ccc(S(=O)(=O)N3CCOCC3)cc2Cl)c2c3c(sc2n1)CCCC3
    12%	?	-5	-24%	-52*	11	2%	?	10%
CC1CCCCN1C(=O)c1ccccc1OC1CCN(S(C)(=O)=O)CC1 (stereo not drawn)
    0%	3%	2	0%	30	-2	7%	-4%	4%
CCC1(C)Cc2c(sc3nc(SCC(=O)O)[nH]c(=O)c23)CO1 (stereo not drawn)
    -7%	1%	6	0%	8	-9	6%	-2%	15%
CSCC[C@H](NC(=O)c1cccnc1)c1nnc2ccccn12
    -4%	6%	-8	5%	-20	-17	20%	-4%	2%
CCN1CCN(Cc2ccc(NC(=O)c3cc(NC(=O)c4cncc(-c5ccc(C#N)cc5)c4)cc(OC)c3)cc2C(F)(F)F)CC1
    17%&0%	?	0&-10	-21%&-7%	-59*	-21&-16	?	24%[9.22 µM]	?
CN(C(=O)c1ccc(NC(=O)Cc2ccccc2)cc1)c1ccccc1
    17%	-1%	-6	-23%	-10	-21	-4%	-1%	-3%
COc1cc(OC)cc(C(=O)N[C@H](C(=O)N2CCc3ccccc32)C(C)C)c1
    -5%	-13%	-8	?	25	-1	?	?	-25%
O=c1oc(CCO)cc2ccc(Br)cc12
    0%	0%	16	-1%	11	0	4%	-6%	0%
COc1ccc(NC(=O)Cn2cc(C(=O)c3ccc(C)c(C)c3)c(=O)c3cc(OC)ccc32)cc1
    0%	-8%	-11	-4%	.	.	.	.	.
Cc1cc(C(F)(F)F)nn1C(=O)c1cccnc1Cl
    -11%	-2%	-10	3%	-14	-16	2%	-1%	9%
Cc1ccc(C(=O)N(C)CC(=O)Nc2ccc(F)c(F)c2F)o1
    0%	0%	5	-4%	0	5	11%	-2%	18%
CCOc1ccc(-n2nc3c(SCCN4CCCC4)nnc(C)c3c2C)cc1
    0%	0%	-15	3%	-97*	12	?	1%	?
CCCCNC(=O)C12CCC(C)(C(=O)C1Br)C2(C)C (stereo not drawn)
    2%	-15%	-6	5%	0	-16	-3%	1%	-2%
O=C(Cc1ccc(Cl)cc1)c1c[nH]c(C(=O)NCc2cccnc2)c1
    -7%	-21%	0	2%	0	-2	?	2%	-15%
Cc1cccc(NC(=O)CNC(=O)Cn2cc(C(F)(F)F)cc(Cl)c2=O)c1C
    4%	12%	12	?	1	13	20%	-35%[inhibitor]	14%
OCCN(CCO)Cc1ccc(Br)cc1
    1%	-9%	-3	-1%	-4	14	8%	-8%	2%
O=C(/C=C/c1ccccc1)c1ccc2c3c(cccc13)CC2
    18%	?	9	?	-99*	12	?	9%	?
CCn1c(=O)cc(OCC(=O)Nc2ccc3c(c2)OCCO3)c2ccccc21
    6%	14%	0	?	14	17	-8%	2%	-4%
COc1ccc(-n2c(C)csc2=S)cc1
    -3%	2%	-6	13%	-13	-7	-1%	-4%	-9%
CCCNC(=O)Nc1nnc(C2CC2)s1
    -6%	7%	0	14%	14	0	6%	?	5%
O=C(CN1C(=O)C2CCCCN2C(=O)c2ccccc21)Nc1ccc(F)cc1 (stereo not drawn)
    6%	-4%	-5	24%	0	-8	7%	-7%	10%
CCOc1ccccc1NC(=O)NNS(=O)(=O)c1cc(OC)ccc1OC
    -3%	9%	-8	-1%	2	-16	-7%	-2%	-6%
C(=N\n1cnnc1)/c1ccccn1
    -10%	13%	2	8%	20	24	1%	-1%	4%
CCn1c(SCC(=O)NC2CCCC2)nnc1C(C)NC(=O)c1ccccc1Br (stereo not drawn)
    0%	3%	-1	-4%	22	8	-1%	-25%	0%
CCc1nnc(NC(=O)CSc2nc(SC)ns2)s1
    -1%	4%	-11	-14%	38	-11	?	-5%	19%

2 compounds drawn at random from the list so far:
Each structure is followed by: GLP-1R agonist	KB-3-1 cytotox	DRD3 agonist	KB-V1 cytotox	IL1B secr inh	DRD3 antagonist	HT1080 IDH1KD tx	SW480 rerep	HT1080-NT tox
Cc1cccc(NC(=O)CNC(=O)Cn2cc(C(F)(F)F)cc(Cl)c2=O)c1C
    4%	12%	12	?	1	13	20%	-35%[inhibitor]	14%
O=C(Cc1ccc(Cl)cc1)c1c[nH]c(C(=O)NCc2cccnc2)c1
    -7%	-21%	0	2%	0	-2	?	2%	-15%
